CHOP inh – CHOP inhibition in unfolded protein response; inhibition, % at 10 µM; 220,000 compounds, 3.8% hits; CHO-K1 CHOP-promoter luciferase, tunicamycin-induced, 15-18 h;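 active = compounds that reduced the stress-induced luciferase reporter signal by more than about 70% of percent inhibition, limit read from the data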;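 note: 0% = tunicamycin plus vehicle and 100% = wells without tunicamycin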
EP2 mod – modulators of human EP2 prostaglandin E2 receptor; EP2-expressing cells, cAMP HTRF FRET, PGE2 co-stimulation; induction, % at 25 µM; 260,000 compounds, 0.83% hits; AID 940;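 active = compounds whose cAMP rise, as percent of the full-agonist control response, exceeds 60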;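 note: rat C6 glioma line stably carrying human EP2 under a CMV promoter; the protocol text gives 20 µM as final concentration; 100% = response of wells given 1 µM PGE2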
Target sequence (P43116 whole entry, looked up): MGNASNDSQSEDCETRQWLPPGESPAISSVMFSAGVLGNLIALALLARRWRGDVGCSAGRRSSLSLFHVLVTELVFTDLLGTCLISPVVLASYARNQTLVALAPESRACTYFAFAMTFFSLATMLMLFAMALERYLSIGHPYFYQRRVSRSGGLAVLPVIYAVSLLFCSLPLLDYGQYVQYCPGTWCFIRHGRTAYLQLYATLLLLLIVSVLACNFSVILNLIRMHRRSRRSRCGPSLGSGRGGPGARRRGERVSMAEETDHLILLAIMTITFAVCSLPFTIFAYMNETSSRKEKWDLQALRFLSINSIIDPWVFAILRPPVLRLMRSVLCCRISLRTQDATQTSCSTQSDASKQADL
Active calls of the source: *; · = not tested or not shown; & = joins results of further samples. Some of the compounds tested; the hit share may differ from the screen's.

structure	CHOP inh	EP2 mod
O=C(O)[C@H]1[O][Sb][O][C@@H](C(=O)O)C1O (stereo partly drawn)	·	36
CCCOC(=O)[C@H]1[C@@H](C(=O)O)[C@H]2CC[C@@H]1O2	·	9
CC(=O)C1(c2ccccc2)CCN(C(=O)Cn2ccc3ccc(F)cc32)CC1	·	-11
Cc1ccc(NC(=[OH+])c2cc3ccccc3cc2O)c(C)c1.Cc1ccc(NC(=[OH+])c2cc3ccccc3cc2O)c(C)c1.[Ni]	·	-6
Cc1[nH]c2c(C)cccc2c1CC(=O)N(CCN(C)C)Cc1ccc(F)cc1	·	-52
CC1(C)C(=O)C=C[C@@]2(C)C1C[C@@H](O)[C@]1(C)C2CC[C@@]2(C)[C@H](c3ccoc3)OC(=O)[C@H]3O[C@]321 (stereo partly drawn)	·	18
Cn1ccnc1C1(O)CC2CCC(C1)N2CC(=O)Nc1ccc(N2CCCC2)cc1 (stereo not drawn)	·	-25
COc1ccc2c(c1)NC1(CCNCC1)NS2(=O)=O	·	-25
CCOc1ccc(CN2CCNCC2)cc1	·	-13
N#CS.N=C=S.N=C=S.[Cu].[NH2-].[NH2-].[NH2-].[NH2-].c1ccc2ncccc2c1	·	29
O=c1[nH]cnc2[nH]cc(CN3CCCCC3)c12	·	19
O=C1CCO1	·	30
COC(=O)NC(=S)Nc1ccccc1NC(=S)NC(=O)OC	·	-3
CCc1cccc(C)c1N(C(=O)CCl)C(C)COC (stereo not drawn)	·	10
O=C(NCC1CC1)[C@@H]1C2c3ccccc3C(c3ccccc32)[C@@H]1C(=O)O	·	9
O=C(O)[C@H](Cc1cnc[nH]1)N1C(=O)c2ccccc2C1=O	·	-20
COc1nc(C)c(CC(=O)N(CCN(C)C)C2CCN(C)CC2)c(OC)n1	·	3
CC1=C2C(=O)[C@H]3[C@@H](CC=C4C[C@@H](O)CC[C@@]43C)[C@@H]2CC[C@@]12O[C@@H]1C[C@H](C)CN[C@H]1[C@@H]2C	·	19
CC(=O)O.CC(=O)O.[Cd]	·	24
COc1cc2c3cc1Oc1c(OC)c(OC)cc4c1[C@@H](Cc1cccc(c1)Oc1ccc(c(O)c1)C[C@@H]3N(C)CC2)N(C)CC4	·	14
CCn1nc(CC(=O)N2CCCCC2CN2CCCC2)c2ccccc2c1=O (stereo not drawn)	·	-3
CN(C)CCN(C(=O)Cc1n[nH]c(=O)c2ccccc12)C1CCCCC1	·	3
S=C=NCc1ccccc1	·	-30
C[N+]1([O-])[C@@H]2CC[C@H]1CC(OC(=O)[C@@H](CO)c1ccccc1)C2 (stereo partly drawn)	·	-21
CN(C)CCC(C#N)(c1ccccc1)c1ccccc1	·	21
C#CCOc1ccc(CN2C3CCC2CC(O)(c2ccccc2F)C3)cc1OCC (stereo not drawn)	·	-23
Cc1ccc(C2=CCN(CC(=O)Nc3nccs3)CC2)o1	·	-90
CCCCC[C@H]1C(=O)O[C@H](C)[C@H](NC(=O)c2cccc(NC=O)c2O)C(=O)O[C@@H](C)[C@@H]1OC(=O)CC(C)C	·	27
CC[C@@H]1/C=C/C=C/C[C@H](C)[C@@H](O)[C@](C)(O)C(=O)[C@H](C)[C@@H](O)[C@H](C)C(=O)[C@H](C)[C@@H](O)[C@H](C)/C=C/C(=O)O[C@H]2[C@@H](C)[C@@H](CC1)O[C@@]1(CC[C@@H](C)[C@@H](C[C@H](C)O)O1)[C@@H]2C	·	9
COc1cccc(CN2CCN(C(=O)COc3ccc(C)cc3)CC2)c1OC	·	-21
c1ccc2c(c1)Sc1ccccc1N2C[C@H]1CN2CCC1CC2	·	6
C[C@@H]1C[C@@H]([C@H](O)CC2CC(=O)NC(=O)C2)C(=O)[C@@H](C)C1	·	13
O=C(CN1C2CCC1CC(O)(c1ccccn1)C2)N1CCCCCC1 (stereo not drawn)	·	-28
CCC(C)C(=O)O[C@H]1[C@H](O)C2C(CN3CC(C)CCC3[C@@]2(C)O)C2C[C@]34O[C@]5(O)C(OC(=O)C(C)(O)C(C)O)CC[C@@]3(C)C5C(OC(C)=O)[C@@H](OC(C)=O)C4[C@@]21O (stereo partly drawn)	·	-19
C#CCOc1cccc(CN2C3CCC2CC(O)(c2cccc(F)c2)C3)c1 (stereo not drawn)	·	-55
Cc1ccccc1-n1nc(C)c(CC(=O)N(CCN(C)C)Cc2cccnc2)c1C	·	-14
C[N+]1(C)C2CC(OC(=O)[C@@H](CO)c3ccccc3)CC1C1OC12 (stereo partly drawn)	·	19
COc1cc(CCN)c(OC)c(OC)c1	·	0
COc1ccc(CN2CCN(C(=O)COc3ccc(C)cc3)CC2)cc1OC	·	-36
CC1(C)C2C[C@@H](O)[C@]3(C)C(CC[C@@]4(C)[C@H](c5ccoc5)OC(=O)[C@H]5O[C@]543)[C@@]2(C)[C@@H](O)C[C@H]1O (stereo partly drawn)	·	22
Cc1ccc(O)cc1	·	-8
O=C1C=C2C(=CCOC2O)O1 (stereo not drawn)	·	-32
COc1cccc(CNC(=O)CN2C3CCC2CC(O)(c2ccco2)C3)c1 (stereo not drawn)	·	-35
NNc1c(C(N)=O)c2c(N)ncnc2n1[C@H]1O[C@H](CO)[C@@H](O)[C@@H]1O	·	-1
C[C@H](CN(C)C)C(C#N)(c1ccccc1)c1ccccc1	·	19
CCC(C)N1CCN(Cc2cc(OC)c(OC)cc2OC)CC1 (stereo not drawn)	·	-47
O=S1OCC2C(CO1)C1(Cl)C(Cl)=C(Cl)C2(Cl)C1(Cl)Cl (stereo not drawn)	·	33
C/C=C(/C)C(=O)O[C@H]1CC[C@@]2(C)[C@@H]3CC[C@H]4[C@]5(O)C[C@H](O)[C@@]6(O)[C@@H](CN7C[C@@H](C)CC[C@H]7[C@@]6(C)O)[C@]5(O)C[C@@]42O[C@]13O	·	3
COc1ccc(OCC(=O)N2CCN(Cc3cc(OC)c(OC)cc3OC)CC2)cc1	·	4
Cc1[nH]c2c(C)cccc2c1CC(=O)N(CCN(C)C)C1CCN(C)CC1	·	-55

The listing continues:
Values run as follows: CHOP inh | EP2 mod
- O=[N+]([O-])O[C@H]1CO[C@H]2[C@@H]1OC[C@H]2O[N+](=O)[O-]
  · | 5
- CCN1CCN(c2ccc(NC(=O)C(C)C)cc2)CC1
  · | -26
- O=c1ccc2cc(O[C@@H]3O[C@H](CO)[C@@H](O)[C@H](O)[C@H]3O)c(O)cc2o1
  · | 4&12
- CO[C@H]1[C@H](O)[C@@H](O[C@H]2CC[C@]3(C=O)C4CC[C@]5(C)[C@@H](C6=CC(=O)OC6)CC[C@]5(O)C4CC[C@@H]3C2)O[C@@H](C)[C@@H]1O (stereo partly drawn)
  · | 11
- Cc1c(O)c(O)cc2c1CC=C1[C@@]2(C)CC[C@@]2(C)C3C[C@](C)(C(=O)O)CC[C@]3(C)CC[C@]12C (stereo partly drawn)
  · | 4
- O=C(Oc1cccc2cccnc12)c1cccc(S(=O)(=O)N2CCCC2)c1
  · | -16
- CCOP(=S)(OCC)Oc1nc(Cl)c(Cl)cc1Cl
  · | 68*
- COc1cccc(C2(O)CCN(CCNC(=O)c3cc(F)cc(F)c3)CC2)c1
  · | -16
- CCC(C)C(=O)O[C@@H]1C[C@@]2(C)[C@H](c3ccoc3)OC(=O)CC23OC2(C)OC34[C@H](OC(=O)C(C)C)[C@@]3(O)[C@@H](OC(=O)C5(C)OC5C)[C@@]5(C)C[C@]3(O)[C@@](C)([C@H]5CC(=O)OC)C14O2 (stereo partly drawn)
  · | 21
- N[C@H](Cc1ccc2oc3cc(=O)c4ccccc4c-3nc2c1)C(=O)O
  · | -18
- COc1ccc(C2(O)CC3CCC(C2)N3CCCC(=O)c2ccc(C)cc2)cc1 (stereo not drawn)
  · | -57
- O=C1NC(=O)C(=Cc2ccc(Br)s2)C(=O)N1
  · | -92
- Cn1ccnc1C1(O)CC2CCC(C1)N2CC(=O)NCC1CCCO1 (stereo not drawn)
  · | 17
- O=C(O)c1cc(N=Nc2ccc([As](=O)(O)O)cc2)ccc1O
  · | 33
- Cc1ccc2scc(CC(=O)N(CCN(C)C)C3CCN(C)CC3)c2c1
  · | -53
- CCOc1ccc(-n2c(/C=C/c3ccc([N+](=O)[O-])o3)nc3ccccc3c2=O)cc1
  · | -26
- COc1ccccc1/C=C/CN1C2CCC1CC(O)(c1nccn1C)C2 (stereo not drawn)
  · | 11
- Cc1ccc(S(=O)(=O)O[C@H]2CN3CCC2CC3)cc1
  · | 11
- c1ccc(-c2nnc(C3CC(c4cccnc4)=NO3)o2)cc1 (stereo not drawn)
  2 | 4
- CC(C)(C)c1cc(C=C(C#N)C#N)cc(C(C)(C)C)c1O
  -2 | 5
- N#CC(C#N)=Cc1ccc([N+](=O)[O-])c(O)c1
  2 | -17
- CC12NC(Cc3ccccc31)c1ccccc12 (stereo not drawn)
  -21 | 24
- COc1ccc2c3c1O[C@H]1C(=O)CC[C@@]4(O)C(C2)N(CC2CC2)CCC314 (stereo partly drawn)
  2 | 12
- Oc1ccc2c3c1O[C@H]1c4oc5ccccc5c4C[C@@]4(O)[C@@H](C2)N(CC2CC2)CC[C@]314
  20 | 11
- Nc1ccc(CCN2CCN(c3cccc(C(F)(F)F)c3)CC2)cc1
  2 | -3
- COc1cc(C=C(C#N)C#N)cc(O)c1O
  3 | 20
- NC(Cn1oc(=O)[nH]c1=O)C(=O)O (stereo not drawn)
  -1 | 19
- C/C(O)=C(\C#N)C(=O)Nc1cc(Br)ccc1Br
  -42 | -18
- CCCN(CCC)[C@@H]1CCc2cccc(O)c2C1
  15&1 | 13&-7
- CNCCc1ccccc1
  -22 | 22
- C[N+](C)(C)CC(=O)O
  -16 | -1
- CC1=C[C@@H]2c3cccc4[nH]cc(c34)C[C@H]2N(C)C1
  -24 | 27
- N[C@@]1(C(=O)O)CC[C@@H](C(=O)O)C1
  -8 | 8
- C[C@]12CC[C@@H](O)CC1CC[C@@H]1[C@@H]2CC[C@]2(C)C(=O)CC[C@@H]12 (stereo partly drawn)
  -2 | 19
- C[C@]12CC[C@H]3[C@@H](CCC4C[C@H](O)CC[C@@]43C)[C@@H]1CC[C@@H]2O (stereo partly drawn)
  -9 | 6
- CP(=O)(O)C1=CCNCC1
  1 | -3
- Oc1ccc2c3c1O[C@H]1[C@@H](O)CC[C@@]4(O)C(C2)N(CC2CCC2)CCC314 (stereo partly drawn)
  -8 | 27
- Clc1cc(I)cc(Cl)c1NC1=NCCN1
  4 | 7
- CC(C)CC(NP(=O)(O)O[C@@H]1O[C@@H](C)[C@H](O)[C@@H](O)[C@H]1O)C(=O)NC(Cc1c[nH]c2ccccc12)C(=O)O (stereo partly drawn)
  -10 | 22
- CCC1(c2ccc(N)cc2)CCC(=O)NC1=O (stereo not drawn)
  0 | -24&12
- NC(=O)COc1c(F)cc(SCCNS(=O)(=O)c2ccccc2)cc1F
  -11 | -6
- COc1cc(C[C@@H](C)N)c(OC)cc1I
  25&-45 | 16&-5
- C[Se]C[C@H](N)C(=O)O
  -5 | 13
- N#CC(=Cc1ccc(O)c(O)c1)C(N)=S
  -2 | -9
- C=CCN1CCc2cccc3c2[C@H]1Cc1ccc(O)c(O)c1-3
  11 | -8

Pulled one by one from the entries so far, 2 records:
Values run as follows: CHOP inh | EP2 mod
- N#CC(C#N)=Cc1ccc([N+](=O)[O-])c(O)c1
  2 | -17
- O=C(NCC1CC1)[C@@H]1C2c3ccccc3C(c3ccccc32)[C@@H]1C(=O)O
  · | 9

More structures follow:
Values run as follows: CHOP inh | EP2 mod
- CCCCCCCCC(=O)NCc1ccc(O)c(OC)c1
  -13 | 7&8
- CCCCCCC(C)(C)c1ccc([C@@H]2C[C@H](O)CC[C@H]2CCCO)c(O)c1
  -25 | 17
- CNCCc1ccc(O)c(O)c1
  9 | 71*
- CC(N)Cc1c[nH]c2ccc(OCc3cccs3)cc12 (stereo not drawn)
  -9 | 25
- C=CCN1CC[C@@]2(C)c3cc(O)ccc3CC1[C@@H]2C
  18 | 9
- CCC1C2Cn3c(nc4ccccc43)C1N(C)O2 (stereo not drawn)
  -2 | 12
- CC(C)NC(C)Cc1ccc(I)cc1 (stereo not drawn)
  -5 | 14
- NC(C(=O)O)c1cc(=O)[nH]o1 (stereo not drawn)
  -22 | -4
- COc1ccc2c(c1O)-c1cccc3c1[C@@H](C2)N(C)CC3
  -1 | 11
- CN1C2CCC1CC(OC(c1ccccc1)c1ccccc1N)C2 (stereo not drawn)
  60 | -1&6
- CC(N)[C@H](O)c1ccc(O)c(O)c1 (stereo partly drawn)
  -9 | 11
- Oc1ccc2c3c1O[C@H]1c4[nH]c5c(c4C[C@@]4(O)[C@@H](C2)N(CC2CC2)CC[C@]314)C[C@@]1(O)[C@H]2Cc3ccc(O)c4c3[C@@]1(CCN2CC1CC1)[C@H]5O4
  -19 | 13
- CCCCCCCCCCCCCC(=O)O[C@@H]1[C@@H](C)[C@@]2(O)[C@@H](C=C(CO)C[C@@]3(O)C(=O)C(C)=C[C@@H]23)C2C(C)(C)[C@@]21OC(C)=O (stereo partly drawn)
  -44 | -36
- Brc1ccccc1
  -4 | 20
- CC[C@@H](CO)NC(=O)[C@@H]1C=C2c3cccc4[nH]cc(c34)C[C@H]2N(C)C1
  -15 | 0&-11
- NNC(N)=O
  -13 | 14

Sorted by length of the SMILES (lowest first): part of the list above
Values run as follows: CHOP inh | EP2 mod
- c1ccc(-c2nnc(C3CC(c4cccnc4)=NO3)o2)cc1 (stereo not drawn)
  2 | 4
- O=C(O)[C@H](Cc1cnc[nH]1)N1C(=O)c2ccccc2C1=O
  · | -20
- CN(C)CCN(C(=O)Cc1n[nH]c(=O)c2ccccc12)C1CCCCC1
  · | 3
- N#CS.N=C=S.N=C=S.[Cu].[NH2-].[NH2-].[NH2-].[NH2-].c1ccc2ncccc2c1
  · | 29
- CCCCCCCCCCCCCC(=O)O[C@@H]1[C@@H](C)[C@@]2(O)[C@@H](C=C(CO)C[C@@]3(O)C(=O)C(C)=C[C@@H]23)C2C(C)(C)[C@@]21OC(C)=O (stereo partly drawn)
  -44 | -36
- C/C=C(/C)C(=O)O[C@H]1CC[C@@]2(C)[C@@H]3CC[C@H]4[C@]5(O)C[C@H](O)[C@@]6(O)[C@@H](CN7C[C@@H](C)CC[C@H]7[C@@]6(C)O)[C@]5(O)C[C@@]42O[C@]13O
  · | 3

Screens from PubChem BioAssay.
